Screening data from PubChem.
mIAP act – mouse IAP activation. AID 2805. activation factor at 10 µM. muIAP, CDP-Star luminescence, 30 min; hits give high values; 1 = vehicle-only enzyme signal, 0 = enzyme-free wells. hit rate 0.24% among 330,000;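 active = activation factor of at least 2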; note: the source names both 10 and 20 µM as test concentration; values of inactives mirror those of a sister screen read the other way
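also added = chemiluminescent substrate CDP-Star | test system = mouse IAP enzyme | signal = chemiluminescence readout | compound = DMSO-dissolved test compounds | incubation = 30 min at room temperature | benchmarks = DMSO wells, no-enzyme wells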
mIAP block – blocks mouse intestinal alkaline phosphatase. purified mouse IAP, CDP-Star luminescence, 30 min. inhibition, % at 10 µM. hit rate 0.2% among 330,000;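 active = inhibition of at least 40% at 10 µM in the primary screen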;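 note: plate controls were DMSO with enzyme for no effect and no enzyme wells for full effect; values of inactives mirror those of a sister screen read the other way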
HKDC1 inh – blocks human hexokinase HKDC1 activity | Q2TB90 | recombinant HKDC1, G6PDH/diaphorase resazurin coupled fluorescence | inhibition, % at 20 µM | hit rate 0.16% among 340,000 | AID 493160;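 active = inhibition above about 35% when tested at 20 µM, limit read from the data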;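 note: plate controls were DMSO wells with enzyme for no effect and DMSO wells lacking enzyme for full effect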
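Assay system: in-house recombinant HK5 (HKDC1) enzyme. Input: HKDC1 at 5 µg/mL. Medium: Tris pH 8.0 buffer with MgCl2, Tween-20, BSA, BME. Dosing: single 20 µM dose. Schedule: 90 min reaction incubation at room temperature, dark. Signal: resazurin-to-resorufin fluorescence via G6PDH and diaphorase coupling, 525/613 nm. Controls: DMSO-enzyme wells negative, buffer-substituted wells positive.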
APOBEC3A inh – inhibitors of human APOBEC3A DNA deaminase. P31941. recombinant A3A, FAM/TAMRA ssDNA deamination fluorescence. inhibition, % at 20 µM. hit rate 0.41% among 330,000. AID 493011;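 active = at least 40% inhibition at 20 µM here, with at most 30% in a related deaminase screen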;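 note: plate controls were A3A with DMSO for no effect and wells lacking A3A enzyme for full effect; some results filed as inactive read as strong as hits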
Target sequence (P31941 whole entry, looked up): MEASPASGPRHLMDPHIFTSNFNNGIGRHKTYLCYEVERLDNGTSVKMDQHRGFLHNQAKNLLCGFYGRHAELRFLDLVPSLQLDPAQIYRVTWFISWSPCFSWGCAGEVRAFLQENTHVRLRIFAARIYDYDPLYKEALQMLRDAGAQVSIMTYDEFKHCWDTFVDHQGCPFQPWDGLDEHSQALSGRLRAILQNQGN
hIAP inh – blocks human intestinal alkaline phosphatase; P09923; purified IAP, CDP-Star luminescence, 30 min; inhibition, % at 10 µM; hit rate 0.12% among 330,000;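 active = inhibition reaching a set limit with compound at 10 µM in the primary screen, cut at about 35% in these data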;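 note: plate controls were DMSO wells with enzyme for no effect and no-enzyme buffer wells for full effect; values of inactives mirror those of a sister screen read the other way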
Target sequence (P09923 whole entry, looked up): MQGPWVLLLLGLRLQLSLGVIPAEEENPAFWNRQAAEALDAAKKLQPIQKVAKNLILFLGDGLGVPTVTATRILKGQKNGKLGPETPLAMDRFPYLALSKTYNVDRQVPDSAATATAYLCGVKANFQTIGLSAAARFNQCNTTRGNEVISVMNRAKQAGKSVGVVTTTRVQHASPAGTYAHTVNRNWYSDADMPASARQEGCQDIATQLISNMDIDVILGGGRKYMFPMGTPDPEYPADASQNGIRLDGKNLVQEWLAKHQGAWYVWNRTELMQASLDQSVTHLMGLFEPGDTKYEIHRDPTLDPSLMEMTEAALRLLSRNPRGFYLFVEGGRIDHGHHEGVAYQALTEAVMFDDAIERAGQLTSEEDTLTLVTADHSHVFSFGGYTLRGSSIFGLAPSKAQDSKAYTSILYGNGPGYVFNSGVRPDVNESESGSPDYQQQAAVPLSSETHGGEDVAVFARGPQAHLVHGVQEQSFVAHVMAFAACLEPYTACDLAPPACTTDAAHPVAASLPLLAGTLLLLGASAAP
PfGluPho inh – PfG6PD (Plasmodium falciparum) enzyme inhibition | PfGluPho enzyme, NADPH resazurin-diaphorase fluorescence | inhibition, % at 20 µM | hit rate 0.78% among 350,000;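 active = inhibition reaching at least a set limit at 20 µM in the primary screen, cut at about 59% in these data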;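 note: 0% = DMSO wells with substrate and 100% = DMSO wells lacking glucose-6-phosphate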
hIAP act – human IAP activation; P09923; purified human IAP, CDP-Star luminescence, 30 min; hits give high values; 1 = vehicle-only enzyme, 0 = enzyme-free background; activation factor at 10 µM; hit rate 0.16% among 330,000; AID 2524;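 active = activation factor of the enzyme at least 2-fold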; note: the source names both 10 and 20 µM as test concentration; values of inactives mirror those of a sister screen read the other way
ATG4B inhibitor – blocks human ATG4B protease cleavage of LC3 substrate; inhibition, % at 8.33 µM; hit rate 0.51% among 340,000; Q9Y4P1; ATG4B cleavage of LC3-PLA2, NBD-HPC fluorescence, 1 h; in the data active = inhibition above about 40%
Starred values were filed as active, the others as inactive; . = not tested or not shown.

SMILES | mIAP act | mIAP block | HKDC1 inh | APOBEC3A inh | hIAP inh | PfGluPho inh | hIAP act | ATG4B inhibitor
Cc1nc(N2CCN(c3ccccn3)CC2)c2c(C)c(C(=O)Nc3ccccc3F)sc2n1 | 1.1 | -5 | 10 | -5 | -12 | 12 | 1.1 | 16
CCN(CC)S(=O)(=O)c1ccc(=O)n(CC(=O)N2Cc3ccccc3CC2C(N)=O)c1 (stereo not given) | 1 | -1 | -6 | -2 | -4 | -16 | 1 | -3
C#CCSc1nnc(-c2ccc(C)cc2)o1 | 1 | -1 | 0 | 1 | 2 | 11 | 0.98 | -7
Cc1cccc(-c2noc(CCC(=O)NC3CCCCC3)n2)c1 | 0.87 | 13 | -4 | -4 | 5 | 4 | 0.95 | -6
Cc1cccc2c1NC(=O)C2=Nc1ccc(Cl)cc1 | 0.85 | 15 | 6 | -6 | 6 | -2 | 0.94 | 8
CC(C)(C)OC(=O)N1Cc2ccccc2C[C@H]1C(=O)O | 1.1 | -10 | -7 | 4 | 10 | -17 | 0.9 | -1
Cc1ccc2nc(SCc3cn4c(C)cc(C)nc4n3)[nH]c2c1 | 0.87 | 13 | . | -3 | -61 | . | 1.6 | .
O=C1C(=O)N(CCS(=O)(=O)c2ccccc2)c2ccc(Cl)cc21 | 0.98 | 2 | 24 | -1 | 11 | 27 | 0.89 | -1
CCn1nnc(NC(=O)COc2ccc([N+](=O)[O-])cc2)n1 | 1 | -2 | 5 | -3 | -3 | 4 | 1 | -3
CCOc1ccccc1C(=O)Nc1ccc(S(=O)(=O)Nc2cc(OC)nc(OC)n2)cc1 | 0.95 | 5 | -2 | -1 | -2 | 42 | 1 | -9
CCOc1ccccc1OCC(=O)Nc1ccc(N2CCOCC2)cc1N1CCOCC1 | 1.1 | -7 | -2 | -3 | 11 | 9 | 0.89 | -3
Cc1cccc(-c2nc3c(c(SCC(=O)N4CCCC4)n2)COC(C)(C)C3)c1 | 1 | -4 | -23 | -1 | -15 | -37 | 1.1 | 2
COc1ccccc1-c1cnnc(N/N=C/c2ccc(-c3cccc(Br)c3)o2)n1 | 0.78 | 22 | -5 | -3 | 11 | 5 | 0.89 | -5
COc1ccc(C)cc1NC(=O)CCCN1C(=S)NC(C)(C)CC1C (stereo not given) | 1 | -2 | 5 | -5 | -4 | -6 | 1 | 6
Cc1ccc(OCCn2c(C)nc3ccccc32)cc1 | 1 | -2 | 6 | -4 | -2 | -4 | 1 | -2
CC1CCCCC1NC(=O)COC(=O)c1cccn1C (stereo not given) | 1.1 | -7 | -4 | -3 | 12 | -3 | 0.88 | 4
Nc1nc(OCC(F)(F)F)cc(Oc2ccccc2F)n1 | 0.94 | 6 | -8 | 1 | -14 | 6 | 1.1 | 4
O=C(Nc1cccnc1Oc1ccc(Cl)cc1)c1cccc2ccccc12 | 0.93 | 7 | 3 | 3 | -4 | 16 | 1 | -5
Cc1n[nH]c(C)c1CCc1nc2c3ccccc3nc(SCC(=O)Nc3ccccc3F)n2n1 | 0.95 | 5 | 2 | -3 | -14 | -3 | 1.1 | -16
CC(C)CN1CCNC(=O)C1CC(=O)NCCCN1CCCc2ccccc21 (stereo not given) | 1 | -5 | 0 | -4 | -15 | -3 | 1.1 | -4
CN1CCc2c(sc(/N=C/c3cccs3)c2C(N)=O)C1 | 0.87 | 13 | 7 | 1 | 20 | 16 | 0.8 | -14
Cc1ccc2cccc(N)c2n1 | 0.85 | 15 | 7 | -1 | 5 | 17 | 0.95 | 6
COc1cc2c(cc1NC(=O)CN1CCN(S(=O)(=O)c3ccc(C)cc3)CC1)oc1ccccc12 | 1.3 | -25 | 0 | -1 | -1 | 5 | 1 | -4
O=C1C(C2=NC(c3ccccn3)C3C(=O)N(c4ccc(OC(F)(F)F)cc4)C(=O)C23)=C(O)c2ccccc21 (stereo not given) | 0.86 | 14 | -5 | 0 | -20 | -15 | 1.2 | -5
C[C@H]1C(c2ccc(F)cc2)=NN(c2ccccc2)[C@@H]1CO | 1.6 | -59 | -1 | 6 | . | 5 | . | 5
SMILES | mIAP act | mIAP block | HKDC1 inh | APOBEC3A inh | hIAP inh | PfGluPho inh | hIAP act | ATG4B inhibitor
O=C(O)/C=C/C(=O)NC1CCS(=O)(=O)C1 (stereo not given) | 0.94 | 6 | -17 | -6 | -1 | 8 | 1 | 4
Cc1cccc(-c2nc(CN3CCCC(C(=O)NC4CCC(C)CC4)C3)c(C)o2)c1 (stereo not given) | 1 | -5 | 4 | -3 | 2 | -1 | 0.98 | 1
COc1ccc(NC(=O)CCN2CCN(S(=O)(=O)c3cc(Cl)ccc3Cl)CC2)cc1 | 1 | -1 | -5 | 2 | 14 | -8 | 0.86 | -8
Cc1cc2n(n1)C(c1ccc(N(C)C)cc1)Nc1ccccc1-2 (stereo not given) | 1.7 | -67 | 10 | -2 | 2 | 8 | 0.97 | 11
Cc1nn(CC(O)Cn2cnc3c2c(=O)n(C)c(=O)n3C)c(C)c1Br (stereo not given) | 1 | -2 | 1 | -4 | 3 | -12 | 0.97 | 4
COc1ccc(N2CCN(C(=O)c3ccc(N4CCCCS4(=O)=O)cc3)CC2)cc1 | 1.1 | -6 | 3 | -6 | 2 | -2 | 0.98 | -4
Cc1nc(C(C)NC(=O)c2cc(COc3ccc(C)c(C)c3)on2)c(C)s1 (stereo not given) | 0.91 | 9 | 7 | -3 | -21 | -1 | 1.2 | 7
O=C(CSc1ccc2nnc(-c3ccccn3)n2n1)NCC1CCCO1 (stereo not given) | 0.89 | 11 | -3 | -4 | 6 | 2 | 0.94 | -2
CC(C)c1ccc(/C=N\NC(=O)c2ccc(Cn3cccn3)o2)cc1 | 0.94 | 6 | -11 | -1 | 10 | 1 | 0.9 | -3
O=C(O)c1ccc2c(=O)n(-c3ccc(F)cc3)c(=S)[nH]c2c1 | 0.96 | 4 | -9 | 5 | 22 | -13 | 0.78 | 0
Cc1nc2ccc(S(=O)(=O)NCC(=O)NCCc3ccc(Cl)cc3)cc2s1 | 1 | -4 | -5 | -5 | -2 | -6 | 1 | -7
O=C(CSc1nnc(Cc2ccccc2)o1)NC1CCCCC1 | 1.1 | -7 | -6 | -2 | 12 | 1 | 0.88 | 0
CCCNC(=O)C1CC(=O)N(c2ccc(OCC)cc2)C1 (stereo not given) | 1.1 | -5 | 1 | 2 | 18 | -17 | 0.82 | -5
O=C(Nc1ccccc1N1CCOCC1)C1=COCCO1 | 0.94 | 6 | -1 | 4 | -4 | 5 | 1 | -2
Cc1cc(C)c2nc(NC(=O)[C@@H](NC(=O)c3cccc(S(=O)(=O)N4CCOCC4)c3)C(C)C)sc2c1 | 0.91 | 9 | 6 | 1 | -12 | -14 | 1.1 | -9
Cc1ccc(C(=O)C(C)OC(=O)c2ccc(Cl)nc2)cc1 (stereo not given) | 1 | -4 | -2 | 6 | 6 | 7 | 0.94 | -11
CCOC(=O)c1c(C)[nH]c(C)c1C(=O)CSc1nc2ccccc2n1CCC#N | 0.93 | 7 | -7 | 1 | 6 | -1 | 0.94 | -2
CCc1nc2c(sc3nc4c(cc32)COC(C)(C)C4)c(=O)n1Cc1ccco1 | 0.96 | 4 | 9 | 1 | 6 | 16 | 0.94 | -5
Nc1ccc(C(=O)N2CCN(S(=O)(=O)c3ccc4c(c3)OCCCO4)CC2)cc1[N+](=O)[O-] | 0.8 | 20 | 1 | 1 | 16 | -11 | 0.84 | 0
CCOc1ccc(NC(=O)CN2CCN(CC(=O)c3ccc(OC)c(OC)c3)CC2)cc1 | 1.1 | -8 | 3 | 1 | 9 | -4 | 0.91 | -8
COc1ccc(CNC(=O)C(NS(=O)(=O)c2cccc3nsnc23)C(C)C)cc1 (stereo not given) | 0.98 | 2 | -3 | 5 | 3 | -1 | 0.97 | -4
Cc1cc(Cl)ccc1NC(=O)CCC(=O)N/N=C/c1cc([N+](=O)[O-])ccc1O | 0.76 | 24 | -14 | -3 | 0 | -23 | 1 | -11
CCCc1cc(=O)n2[nH]c(CCc3ccccc3)nc2n1 | 0.98 | 2 | 2 | 0 | 7 | 6 | 0.93 | -10
O=c1nc2n(c3ccc([N+](=O)[O-])cc13)CCCCC2 | 1.1 | -11 | 3 | -1 | 7 | -4 | 0.93 | -1
COc1ccc(N(C(=O)c2snc(C(N)=O)c2N)C(C(=O)NC2CCCCC2)c2ccc(C)o2)cc1 (stereo not given) | 0.98 | 2 | -2 | -3 | 12 | -7 | 0.88 | 14
SMILES | mIAP act | mIAP block | HKDC1 inh | APOBEC3A inh | hIAP inh | PfGluPho inh | hIAP act | ATG4B inhibitor
CCCOC(=O)c1ccc(NC(=O)CC(C)(C)C)cc1 | 1.1 | -7 | -7 | 0 | 8 | 4 | 0.92 | -4
Fc1cccc2sc(Nc3nc4ccccc4s3)nc12 | 1.1 | -12 | -8 | -3 | -52 | 21 | 1.5 | -14
COc1cc(C(=O)N2CCN(c3cccc(C)c3C)CC2)ccc1OCC(=O)N1CCOCC1 | 0.93 | 7 | -8 | 0 | 8 | -11 | 0.92 | -2
Cc1ccccc1Cc1n[nH]c(=S)n1N | 0.91 | 9 | -10 | -1 | -35 | 34 | 1.3 | 0
COc1ccc(S(=O)(=O)N2CCC(C(=O)NCc3ccncc3)CC2)cc1OC | 1.1 | -10 | -4 | -3 | -7 | -10 | 1.1 | -3
Nc1nc(SCC(=O)O)[nH]c(=O)c1NC(=O)c1ccccc1F | 1.1 | -6 | 6 | -3 | 1 | 0 | 0.99 | -9
CC(NS(=O)(=O)c1cc(C(F)(F)F)ccc1Cl)C(=O)N(C)C1CCN(C)CC1 (stereo not given) | 0.94 | 6 | -4 | -1 | 3 | 15 | 0.97 | -6

11 of the compounds above, with tabs:
compound	mIAP act	mIAP block	HKDC1 inh	APOBEC3A inh	hIAP inh	PfGluPho inh	hIAP act	ATG4B inhibitor
Cc1cc(Cl)ccc1NC(=O)CCC(=O)N/N=C/c1cc([N+](=O)[O-])ccc1O	0.76	24	-14	-3	0	-23	1	-11
CCCc1cc(=O)n2[nH]c(CCc3ccccc3)nc2n1	0.98	2	2	0	7	6	0.93	-10
O=c1nc2n(c3ccc([N+](=O)[O-])cc13)CCCCC2	1.1	-11	3	-1	7	-4	0.93	-1
COc1ccc(N(C(=O)c2snc(C(N)=O)c2N)C(C(=O)NC2CCCCC2)c2ccc(C)o2)cc1 (stereo not given)	0.98	2	-2	-3	12	-7	0.88	14
CCCOC(=O)c1ccc(NC(=O)CC(C)(C)C)cc1	1.1	-7	-7	0	8	4	0.92	-4
Fc1cccc2sc(Nc3nc4ccccc4s3)nc12	1.1	-12	-8	-3	-52	21	1.5	-14
COc1cc(C(=O)N2CCN(c3cccc(C)c3C)CC2)ccc1OCC(=O)N1CCOCC1	0.93	7	-8	0	8	-11	0.92	-2
Cc1ccccc1Cc1n[nH]c(=S)n1N	0.91	9	-10	-1	-35	34	1.3	0
COc1ccc(S(=O)(=O)N2CCC(C(=O)NCc3ccncc3)CC2)cc1OC	1.1	-10	-4	-3	-7	-10	1.1	-3
Nc1nc(SCC(=O)O)[nH]c(=O)c1NC(=O)c1ccccc1F	1.1	-6	6	-3	1	0	0.99	-9
CC(NS(=O)(=O)c1cc(C(F)(F)F)ccc1Cl)C(=O)N(C)C1CCN(C)CC1 (stereo not given)	0.94	6	-4	-1	3	15	0.97	-6
